# Lipid droplet – inhibitors of hepatocyte lipid droplet formation, primary screen, imaging, high-throughput imaging, BODIPY stain; AML12 mouse hepatocytes, oleate lipid droplets; inhibition, % at 6.5 µM; 240,000 tested, 0.4% active; AID 1656, 2009;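 active = lipid droplet intensity inhibited by at least 50%, with more than 500 cells counted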
#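 Test system: AML12 mouse liver cells; schedule: overnight exposure; technique: high-content imaging of BODIPY-stained droplets and DAPI nuclei; read-out: % inhibition of corrected integrated BODIPY droplet signal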
# Myeloid diff MLP – induction of myeloid progenitor differentiation, primary screen, cell-based, flow cytometry, MLPCN library; calls only at 10 µM; AID 624256, 2012; 360,000 tested, 1% active; ER-HoxA9 myeloid progenitors, lysozyme-GFP differentiation;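 active = normalized GFP-positive differentiation at or above the plate's own cutoff, the solvent-only control mean plus 3 SD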;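 note: cells exposed to compound for four days before flow analysis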
# AID2073 – inhibitors of Mint1-CaV2.2 protein interaction, biochemical, HTRF (AID 2073); Voltage-dependent N-type calcium channel subunit alpha-1B (Homo sapiens); HTRF protein-protein interaction, Mint1-CaV2.2; higher % means a stronger effect; inhibition, % at 20 µM, or IC50 in µM where a hit was titrated; 290,000 tested, 0.19% active; in the data active = inhibition mostly above about 51%, no sharp cut-off; note: some results filed as inactive read as strong as hits
# HEK293 NOD2/NF-kB – NOD2 signaling inhibitors, cell-based, luminescence, uHTS, HEK293 (AID 1566); HEK293 NOD2/NF-kB luciferase reporter, luminescence; higher % means a stronger effect; inhibition, % at 4 µM; hits with a dose series show EC50 in µM; 290,000 tested, 0.63% active; note: many of its hits are not listed in these tables
# SIAH1 antagonists – Siah-1 peptide-binding antagonists, primary screen, biochemical, fluorescence polarization, rhodamine-plectin, uHTS (AID 1817); E3 ubiquitin-protein ligase SIAH1 (Homo sapiens); Siah-1 / rhodamine-plectin peptide fluorescence polarization; higher % means a stronger effect; one-dose displacement, % at 20 µM; IC50 in µM for titrated hits; 290,000 tested, 0.02% active;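 active = displacement of at least 50% at 20 µM, with a fluorescence ratio check between 0.3 and a set limit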;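 note: plate controls were Siah plus tracer with DMSO for no effect and tracer alone without Siah for full effect; strong numbers were not always called active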
# NS5 inhibitors – Dengue-2 NS5 methyltransferase inhibitors, primary screen, biochemical, confirmation dose response (AID 588689); Dengue-2 NS5 methyltransferase capping enzyme assay, biochemical; higher % means a stronger effect; 340,000 tested, 0.3% active; inhibition, % at 25 µM; hits with a dose series show IC50 in µM; in the data active = a potency from the dose series
# XIAP displacement – XIAP antagonists, biochemical, IAP family, fluorescence polarization (AID 1018); E3 ubiquitin-protein ligase XIAP (Homo sapiens); XIAP BIR domain, fluorescence polarization peptide displacement; higher % means a stronger effect; displacement, % at 20 µM; hits with a dose series show IC50 in µM; 200,000 tested, 0.007% active; in the data active = displacement above about 50%; note: a part of the inactive calls stands beside numbers as strong as those of hits
# HIV peptide binding – inhibitors of HIV fusion peptide binding, primary screen, biochemical, uHTS, fluorescence dequenching (AID 1986); inhibition, % at 20 µM, or IC50 in µM where a hit was titrated; cell-free peptide binding, fluorescence dequenching, 30 min; higher % means a stronger effect; 290,000 tested, 0.3% active; in the data active = inhibition mostly above about 52%, no sharp cut-off; inactive = mostly below about 76%; note: some results filed as inactive read as strong as hits
# LYP inhibition – inhibitors of LYP phosphatase, biochemical, fluorescence intensity, uHTS (AID 1779) | Tyrosine-protein phosphatase non-receptor type 22 (Homo sapiens) | 290,000 tested, 0.054% active | recombinant LYP phosphatase, fluorescence intensity; higher % means a stronger effect | inhibition, % at 11.5 µM, or IC50 in µM where a hit was titrated;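 note: plate controls were vehicle with enzyme for no effect and no enzyme for full effect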
# Lipid droplet cells 6.5 µM – second read-out of Lipid droplet, no call of its own (marks repeat the call); cell count; measured here: cell count, cytotoxicity flag;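 cells counted across two imaged fields per well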
# NS5 inhibitors pilot replicate – recorded beside NS5 inhibitors, whose call it bears; inhibition, %; measured here: pilot screen replicate inhibition
# Myeloid diff MLP GFP+ MAC1+ % – recorded beside Myeloid diff MLP, whose call it bears; GFP+ MAC1+ double positive, %; measured here: differentiation confirmed by MAC1 staining
# Numbers without * were called inactive; i = inactive; x = not tested or not shown. Cut-off read from the data, not from the text of the source, unless noted: active = inhibition above about 50%; inactive = the rest. Not all compounds are listed (hit frequency here may not be typical).
SMILES,Lipid droplet,Lipid droplet cells 6.5 µM,Myeloid diff MLP,Myeloid diff MLP GFP+ MAC1+ %,AID2073,HEK293 NOD2/NF-kB,SIAH1 antagonists,NS5 inhibitors,XIAP displacement,HIV peptide binding,LYP inhibition,others
CC(C(=O)Nc1ccc(F)c(F)c1F)N(C)Cc1cccs1 (configuration not stated),8,698,i,3.2,3%,11%,0%,-7%,x,-2.3%,-6%,
Cc1ccc(CN2CCN(/N=C/c3cccn3C)CC2)c(C)c1,-3,686,i,0.2,-6%,14%,3%,-6%,-4.8%,-1.0%,2%,
Cc1onc(-c2ccccc2)c1C(=O)Nc1nnc(N(C)Cc2ccccc2)s1,x,x,i,3.6,9%,20%,5%,-7%,-4.1%,0.9%,5%,
COc1ccc(-c2cc3nc4n(c(=O)c3s2)CCC4)cc1,18,717,i,3.3,11%,-5%,2%,-4%,-1.6%,-1.6%,-12%,
Cc1cc(C)c2sc(NC(=O)C3=COCCO3)nc2c1,3,881,i,0.6,8%,-99%,-3%,2%,x,-1.5%,-4%,
COc1ccc(OC)c(S(=O)(=O)NCCc2ccccc2)c1,2,773,i,2.5,2%,-28%,-2%,-4%,-4.7%,-1.7%,-1%,
CC(C)CC(=O)Nc1cccc(-c2nc3ccccc3o2)c1,x,x,i,0.4,4%,-7%,-2%,1%,1.1%,-2.0%,-4%,NS5 inhibitors pilot replicate=-0.8
CCCCn1c(SCC(=O)Nc2nnc(C)s2)nnc1-c1ccoc1C,x,x,i,0.8,-6%,8%,5%,5%,-1.7%,-8.8%,-8%,
O=C(NC1CCSc2ccccc21)c1cccc(Cl)c1 (configuration not stated),6,671,i,3.0,9%,13%,-2%,6%,x,1.7%,-4%,
CCOc1ccc(N2C(=O)CN(c3cccc4ccccc34)C2=S)cc1,13,678,i,0.5,8%,9%,7%,-8%,-8.1%,-0.1%,-2%,
CC(=O)NS(=O)(=O)c1ccc(NC(=S)NC(=O)COc2ccccc2C)cc1,2,622,i,0.9,3%,5%,3%,1%,-4.6%,2.1%,-9%,
O=C(C1CCCCC1)N1CCN(S(=O)(=O)c2ccc(Cl)cc2)CC1,x,x,i,0.8,-2%,14%,0%,1%,-5.5%,-2.0%,-6%,
CN1C(=O)CC(N2CCN(CC(=O)N3CCCC3)CC2)C1=O (configuration not stated),x,x,i,0.7,-4%,7%,3%,-1%,-1.6%,-1.7%,-8%,
Cc1ccc(NC(=O)CN2C(=O)N/C(=C/c3ccc(C)o3)C2=O)cc1,x,x,i,1.6,17%,4%,0%,-4%,-5.7%,24%,-2%,
CC(=O)Nc1cccc(Oc2cnc3ccccc3n2)c1,x,x,i,1.6,-3%,3%,2%,-3%,-6.0%,2.4%,21%,NS5 inhibitors pilot replicate=-4.5
CCCn1c(C(C)Nc2nc(-c3ccc(OC)cc3)cs2)nc2ccccc21 (configuration not stated),x,x,i,1.8,-1%,7%,10%,-7%,x,1.4%,-11%,
CCCCN(C)CCNC(=O)C(=O)c1c(C)[nH]c2ccccc12,-8,690,i,0.6,4%,-14%,1%,-5%,-4.3%,0.4%,1%,
CC(C)(C)SCCNC(=O)COc1ccc(Cl)cc1,-3,689,i,8.9,-2%,-16%,0%,0%,-2.9%,0.0%,-1%,
CC(=O)NC(Cc1ccccc1F)C(=O)NC1CCN(C(=O)Nc2ccc(C)cc2)CC1 (configuration not stated),-6,766,i,1.0,10%,4%,14%,-2%,x,-1.0%,-6%,
CN1C(=O)CC(N2CCN(c3ccc(Cl)cc3)CC2)C1=O (configuration not stated),34,649,i,0.6,1%,6%,3%,-4%,-1.4%,-1.4%,-6%,
COc1cc2c(cc1OC)C(c1cccc([N+](=O)[O-])c1)N(C(=O)CCC(=O)O)CC2 (configuration not stated),-2,793,i,0.9,4%,-4%,-1%,0%,x,1.0%,-7%,
CC(=O)Nc1cc2c3c(c1)CCN3C(=O)CC2,0,718,i,0.5,0%,-2%,1%,-6%,x,-0.5%,-12%,
COCCCn1c(SCc2nnc(-c3ccc(OC)c(OC)c3)o2)nnc1-c1ccncc1,8,720,i,1.4,22%,4%,1%,2%,-5.2%,-1.8%,1%,
COCCN1Cc2cccc(C(=O)NCC3CCN(CC(C)C)C3)c2C1=O (configuration not stated),-2,693,i,0.1,-5%,12%,-1%,x,-4.9%,0.4%,-6%,
COc1ccccc1OCC(=O)N/N=C1/C=C(C)CC1,-2,705,i,0.1,-9%,4%,-8%,4%,-9.7%,-1.6%,-9%,
COc1cccc(-n2cc(C(=O)NC(C)C)c3ccccc3c2=O)c1,-6,809,i,0.6,10%,-14%,-4%,-7%,x,0.1%,-5%,
Cc1ccc(SCC(=O)Nc2cc([N+](=O)[O-])ccc2O)cc1,3,708,i,0.7,12%,-38%,3%,14%,-2.3%,7.9%,-3%,
Cc1cccc(CN2CCN(c3ncccn3)CC2)c1,3,798,i,0.5,10%,-5%,3%,-7%,x,0.4%,4%,
Cc1cccn2c(=O)c3cc(C(=O)NCC4CCCO4)c(=N)n(CCN4CCOCC4)c3nc12 (configuration not stated),-19,784,i,0.0,29%,15%,1%,-7%,-7.0%,2.6%,-21%,
Cc1cc(SCC(=O)N2CCC(c3noc4ccc(F)cc34)CC2)nc2ccccc12,10,730,i,7.9,10%,-14%,-5%,-6%,-3.5%,-0.9%,6%,

# An excerpt from above in order of number of heavy atoms, ascending:
SMILES,Lipid droplet,Lipid droplet cells 6.5 µM,Myeloid diff MLP,Myeloid diff MLP GFP+ MAC1+ %,AID2073,HEK293 NOD2/NF-kB,SIAH1 antagonists,NS5 inhibitors,XIAP displacement,HIV peptide binding,LYP inhibition,others
COc1ccccc1OCC(=O)N/N=C1/C=C(C)CC1,-2,705,i,0.1,-9%,4%,-8%,4%,-9.7%,-1.6%,-9%,
Cc1cc(SCC(=O)N2CCC(c3noc4ccc(F)cc34)CC2)nc2ccccc12,10,730,i,7.9,10%,-14%,-5%,-6%,-3.5%,-0.9%,6%,
CC(=O)NC(Cc1ccccc1F)C(=O)NC1CCN(C(=O)Nc2ccc(C)cc2)CC1 (configuration not stated),-6,766,i,1.0,10%,4%,14%,-2%,x,-1.0%,-6%,

# Further results follow:
SMILES,Lipid droplet,Lipid droplet cells 6.5 µM,Myeloid diff MLP,Myeloid diff MLP GFP+ MAC1+ %,AID2073,HEK293 NOD2/NF-kB,SIAH1 antagonists,NS5 inhibitors,XIAP displacement,HIV peptide binding,LYP inhibition,others
CC(=O)OC(C(=O)NC1CCCCC1)c1cccc(C)c1 (configuration not stated),2,702,i,2.3,1%,-1%,-2%,-13%,-6.6%,-2.2%,1%,
Nc1nonc1-c1noc(CCCOc2ccc(Cl)cc2Cl)n1,3,691,i,0.3,1%,-82%,2%,-4%,-6.8%,-1.1%,-6%,NS5 inhibitors pilot replicate=-4.4
OC(CN1CCN(C(c2ccccc2)c2ccccc2)CC1)c1ccccc1 (configuration not stated),x,x,i,0.1,0%,-2%,-1%,-9%,x,-1.1%,-5%,
COc1cc(N)c(C(=O)c2nccc3cc(OC)c(OC)cc23)cc1OC,-1,800,x,x,0%,-8%,-5%,7%,x,0.8%,-7%,
C/C(=N\NS(=O)(=O)c1ccc(Br)cc1)c1ccncc1,4,694,i,2.2,-43%,7%,-4%,18%,x,-1.2%,-6%,
O=C(NCc1ccccc1)N1CCOCC1,2,720,i,0.9,7%,-2%,0%,0%,x,-0.5%,-6%,
COc1cccc(CNC(=O)c2ccc(CS(=O)Cc3ccc(C)cc3)o2)c1 (configuration not stated),-60,725,i,4.8,7%,1%,-2%,-4%,x,-0.4%,-9%,
O=C(c1ccc(OC2CCN(C/C=C/c3ccccc3)CC2)cc1)N1CCCC1,x,x,i,1.2,48%,9%,-2%,-5%,x,1.5%,-9%,
O=C(c1ccco1)N1CCC(c2nc(-c3ccc(F)cc3)no2)CC1,0,761,i,6.2,1%,-9%,-4%,-9%,-2.7%,-1.9%,-9%,
Cc1[nH]c(C)c(S(=O)(=O)NCCc2ccc(S(N)(=O)=O)cc2)c1C(=O)N1CCCC1,-3,684,i,4.6,2%,6%,0%,-7%,x,0.7%,-7%,
CC(Sc1nncn1C)C(=O)Nc1cc(C(F)(F)F)ccc1N1CCOCC1 (configuration not stated),18,715,i,0.2,-2%,6%,6%,-1%,-6.5%,0.9%,-9%,
CCn1cc(C(=O)NCCCN2CC(C)CC(C)C2)c(=O)c2cc(S(=O)(=O)N(C)C)ccc21 (configuration not stated),x,x,i,6.6,2%,-1%,0%,-1%,-0.6%,3.6%,-7%,
O=C(N/N=C/c1cc(Br)c(Br)o1)c1ccc2c(c1)OCCO2,15,754,i,0.3,26%,-72%,6%,-19%,x,17%,0%,
Cn1c(SCc2ccc(C#N)cc2Cl)nc2ccccc21,x,x,i,4.1,2%,-77%,-2%,-2%,-5.2%,-2.4%,2%,
Cc1cccc(OCCCC(=O)NC2CCCCC2)c1,-8,816,i,0.5,8%,0%,2%,-6%,x,-0.8%,0%,
OC(CNCC1COc2ccccc2O1)COc1ccc(Cl)cc1 (configuration not stated),6,795,i,0.4,2%,4%,11%,-3%,x,1.1%,-9%,NS5 inhibitors pilot replicate=-4.0
Clc1ccc(CNCc2cccs2)cc1Cl,x,x,i,0.2,1%,-8%,0%,-1%,-2.8%,0.5%,-3%,
NS(=O)(=O)c1cccc(NC(=O)c2ccno2)c1,10,828,i,0.9,10%,3%,3%,1%,x,-0.4%,-10%,
CC[C@@]12C(=O)N(c3ccc(OC)cc3)C(=O)N1[C@H](c1cccc(C)c1)[C@@H]1C(=O)N(Cc3ccccc3)C(=O)[C@@H]12,4,782,i,1.0,-2%,6%,-3%,-4%,x,2.7%,-8%,
O=NN1CCN(c2ccncc2S(=O)(=O)N2CCCCC2)CC1,4,783,i,0.5,6%,-1%,0%,-6%,x,0.4%,-10%,
O=C(O)c1ccc(NS(=O)(=O)c2ccc(Cl)cc2)cc1,2,745,i,0.6,-5%,-2%,-5%,-3%,-5.6%,-0.4%,-5%,NS5 inhibitors pilot replicate=-6.1
Cc1cc(NC(=O)CSc2c3c(nc4ccccc24)CCC3)no1,x,x,i,3.1,1%,-2%,-4%,1%,-12%,0.6%,-3%,
COc1ccc(C(=O)N2CCC(C(=O)c3ccc(F)cc3)CC2)cc1,-13,728,i,0.8,1%,7%,1%,-3%,-6.6%,-1.6%,-4%,
CCOC(=O)c1cc2c(OC)ccc(OC)c2n1CC(=O)c1ccccc1,8,790,i,0.6,13%,2%,-4%,1%,x,-2.7%,-2%,
Cc1nc2cccc(C(=O)NC3CCCCC3)c2o1,4,745,i,1.0,6%,7%,4%,0%,-4.0%,-2.1%,-6%,
CC(=O)Nc1c2c(nn1-c1ccc(C)cc1C)CS(=O)C2 (configuration not stated),26,691,i,0.9,-16%,21%,-4%,3%,x,1.0%,-10%,

# From PubChem BioAssay
